# Source: PubChem (National Center for Advancing Translational Sciences (NCATS))
# HepG2 viability: qHTS for Inhibitors of TGF-b: Cytotox Counterscreen. HepG2 CAGA-GFP viability, ATP luminescence, 18 h. Potency, µM (series often up to 46.1 µM), inactives show at the highest dose activity change, negative = cytotoxicity, most hits filed as cytotoxic. 410,000 compounds, 0.76% hits; note: potency is the fitted concentration of half-maximal effect; some results filed as inactive show a strong effect at the top dose
#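 CellTiter-Glo luminescence gave cytotoxicity after 18 hours at 37 degrees C. The cells were HepG2 CAGA-GFP in 1% FBS DMEM, stimulated with 500 pg/mL TGF-beta after compound addition. %Activity was normalised to no-cell wells (complete cell-killing) and DMSO (no toxicity), and curves were fitted and classified.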
# IL1B secr inh: qHTS for Inhibitors of Inflammasome Signaling: IL-1-beta AlphaLISA Primary Screen | THP-1 LPS/ATP IL-1B secretion, AlphaLISA, 16 h; active compounds read low | activity change, % at 57.5 µM | 360,000 compounds, 4.7% hits; in the data active = activity change below about -50%; inconclusive = mostly about -30% to -49%; note: % is set by controls: 0 for no effect and ±100 for the full control effect
#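 THP-1 cells pretreated 1 hr with compounds (up to 57.5 uM final), then stimulated with LPS (250 ng/mL final) plus ATP (1.25 mM final); secreted IL-1B measured by AlphaLISA after 16 hr, decreased signal indicating inhibition.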
# TGFb inhibitor: qHTS for Inhibitors of TGF-b | Potency, µM (series often up to 46.1 µM), inactives show at the highest dose activity, negative = inhibition, usual class: inhibitors | 410,000 compounds, 1.2% hits | HepG2 CAGA-GFP TGF-b/SMAD3 reporter, GFP fluorescence, 18 h; TGF-beta stimulated, 500 pg/mL final; note: potency is the fitted concentration of half-maximal effect; % is set by controls: 0 for no effect and ±100 for the full control effect; nearly all actives have a fitted effect of over 65% in size
#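 HEPG2 CAGA-GFP reporter cells (1000/well, DMEM with 1% FBS) received compounds, then recombinant TGF-beta at 500 pg/mL final for 18 hours at 37 degrees C. Per-cell GFP summed per well was normalised to unstimulated and stimulated DMSO controls before curve fitting.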
# A549 viability: Nrf2 qHTS screen for inhibitors: counterscreen for cytotoxicity; A549 ARE-Fluc cells, CellTiter-Fluor viability, 18-24 h; Potency, µM (series often up to 46 µM), inactives show at the highest dose activity change, negative = cytotoxicity, most hits filed as inhibitors; 390,000 compounds, 0.16% hits; AID 504648, 2011; note: potency is the fitted concentration of half-maximal effect; % is set by controls: 0 for no effect and ±100 for the full control effect
#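 A549 ARE-Fluc cells in 5% FBS OPTI-MEM, 5000 cells/well, rested 2 h then exposed to compounds in concentration-response for 18-24 h at 37 °C. Viability by CellTiter-Fluor fluorescence (Ex 405/Em 525) after 30 min; luciferase luminescence (BugLite, 15 min, RT) read afterwards.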
# MCF10A rerep: A quantitative high throughput screen for small molecules that induce DNA re-replication in MCF 10a normal breast cells; MCF 10A DNA re-replication, Hoechst nuclear intensity, 48 h; Potency, µM (doses to about 46.1 µM), inactives show at the highest dose activity, positive = re-replication, hits mostly activators; 350,000 compounds, 2.9% hits; note: potency is the fitted concentration of half-maximal effect; % of control where 0% means no effect; nearly all actives have a fitted effect of over 50% in size
# ATXN2 expr inh: Primary qHTS for Inhibitors of ATXN expression. HEK-293 ATXN2-luciferase reporter, luminescence, 24 h. Potency, µM (series often up to 57 µM), for inactives: at the top dose activity change, negative = inhibition, usual class: inhibitors. 360,000 compounds, 0.72% hits. AID 1745845, 2022; note: potency is the fitted concentration of half-maximal effect; % is set by controls: 0 for no effect and ±100 for the full control effect; nearly all actives have a fitted effect of over 55% in size
#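 ATXN2-luciferase reporter cells (luciferase flanked by upstream and downstream ATXN2 gene portions) were treated 24 h at 37 °C with compounds at up to 57 uM. SteadyGlo luminescence gave expression; GF-AFC fluorescence gave viability.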
# Nrf2 activator: qHTS of Nrf2 Activators; 410,000 compounds, 0.31% hits; Potency, µM (doses to about 46.1 µM), for inactives: at the highest dose activation, hits mostly activators; AREc32 ARE-luciferase reporter (MCF7-derived line), luminescence, 24 h; note: potency is the fitted concentration of half-maximal effect; % of control where 0% means no effect; nearly all actives have a fitted effect of over 65% in size
#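 Each well held 1000 AREc32 cells, which were incubated with compound for 24 hr at 37 deg C after overnight attachment, and ARE reporter activity was quantified by firefly luciferase luminescence.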
# S2 tox: Viability Counterscreen for Primary qHTS for Inhibitors of ATXN expression; AID 651635, 2014; Potency, µM (highest dose often 56.7 µM), hits mostly cytotoxic; S2 cells (HEK-293 line with an ATXN2-luciferase reporter) viability, CellTiter-Fluor protease fluorescence, 24 h; 400,000 compounds, 0.49% hits; note: potency is the fitted concentration of half-maximal effect; nearly all actives have a fitted effect of over 40% in size
# Nrf2 inh: Nrf2 qHTS screen for inhibitors; A549 ARE-Fluc reporter, luciferase luminescence, 18-24 h; Potency, µM (doses to about 46 µM), without a hit: at the highest dose activity change, negative = inhibition, hits mostly inhibitors; 360,000 compounds, 2.1% hits; note: potency is the fitted concentration of half-maximal effect; % is set by controls: 0 for no effect and ±100 for the full control effect; nearly all actives have a fitted effect of over 60% in size
#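 Two sequential reads on A549 ARE_Fluc cells exposed to compound for 18-24 h: a CellTiter-Fluor fluorescence read for viability, then a luciferase luminescence read for Nrf2/ARE activity.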
# * hit, by the source's call; i = inactive; ? = inconclusive; / = not tested or not shown; [ ] = remark or other dose. Unless noted, calls come from the whole dose curve; as a rule, active = well fitted curve in the direction sought with a large enough effect; inconclusive = small, poorly fitted or top-dose-only effect, or another doubt; inactive = no such curve, though single readings can be large; an effect the other way counts as inactive or inconclusive.
SMILES,HepG2 viability,IL1B secr inh,TGFb inhibitor,A549 viability,MCF10A rerep,ATXN2 expr inh,Nrf2 activator,S2 tox,Nrf2 inh
CCOc1cccc2cc(C(=O)N3CC(C)OC(C)C3)c(=O)oc12 (stereo not given),0.1%,-4.1,-7.3%,1.8%,12.2%,/,-0.8%,i,2.7%
COc1ccc(-c2ncc3ccccn23)cc1OC,-21.4%,?,1.8%,-15.4%,3.6%,13.3%,0.4%,?,-8.9%
Cc1ccc(C)c(NC(=S)N2CCN(Cc3ccccc3)CC2)c1,0.5%,0.0,-0.1%,2.2%,0.4%,0.0%,0.1%,i,-5.6%
COc1ccc(N2CCN(C(=O)C(Cc3ccccc3)n3cccc3)CC2)cc1 (stereo not given),-20.6%,-20.2,-21.4%,0.3%,2.6%,-22.9%,2.8%,?,-1.8%
O=S(=O)(c1cccs1)N1CCC(CO)(Cc2cccc(F)c2)CC1,-29.2%,-2.3,-18.7%,5.2%,13.8%,-19.2%,-0.1%,i,-8.5%
COc1cc(C=O)ccc1OCCOCCOc1c(C)cc(Cl)cc1Cl,-15.5%,-12.4,8.1%,-0.5%,2.7%,-24.0%,4.3%,i,/
CCc1c(C)sc2c1CCN(C(=O)Nc1cc(C)ccc1OC)C2c1ccc(F)cc1 (stereo not given),-31.3%,/,-9.4%,-1.0%,/,-16.8%,5.1%,i,/
COc1ccc(OC)c2sc(N3CCN(C(=O)c4ccc([N+](=O)[O-])s4)CC3)nc12,-2.6%,10.1,0.0%,-11.5%,12.7%,-11.0%,5.9%,i,?
O=C(Nc1nc(-c2cccc([N+](=O)[O-])c2)cs1)c1cccc([N+](=O)[O-])c1C(=O)O,-3.0%,-20.9,6.3%,-0.8%,?,-1.7%,0.2%,i,-4.5%
CCN1CCCc2cc(CN(CCN3CCOCC3)C(=S)Nc3cccc(Cl)c3)ccc21,-8.9%,?,-29.0%,-11.2%,?,-17.0%,3.2%,i,-11.2%
COCCCNCC(=O)Nc1ccc(OC(F)(F)F)cc1,-6.4%,14.7,-10.7%,-3.6%,?,2.8%,0.4%,?,2.1%
CC1CCN(S(=O)(=O)CCNC(=O)c2ccccc2)CC1,1.1%,-2.2,5.6%,-1.3%,8.0%,11.5%,-0.5%,?,9.9%

# One compound at a time, from the list above.
# Results for COc1ccc(N2CCN(C(=O)C(Cc3ccccc3)n3cccc3)CC2)cc1 (stereo not given) = HepG2 viability = -20.6%; IL1B secr inh = -20.2; TGFb inhibitor = -21.4%; A549 viability = 0.3%; MCF10A rerep = 2.6%; ATXN2 expr inh = -22.9%; Nrf2 activator = 2.8%; S2 tox = ?; Nrf2 inh = -1.8%
# Results for CCc1c(C)sc2c1CCN(C(=O)Nc1cc(C)ccc1OC)C2c1ccc(F)cc1 (stereo not given) = HepG2 viability = -31.3%; IL1B secr inh = /; TGFb inhibitor = -9.4%; A549 viability = -1.0%; MCF10A rerep = /; ATXN2 expr inh = -16.8%; Nrf2 activator = 5.1%; S2 tox = i; Nrf2 inh = /

# Continued.
SMILES,HepG2 viability,IL1B secr inh,TGFb inhibitor,A549 viability,MCF10A rerep,ATXN2 expr inh,Nrf2 activator,S2 tox,Nrf2 inh
CC(C)CN1C(=O)c2ccc(C(=O)Nc3nccs3)cc2C1=O,-2.8%,8.0,-27.4%,-12.8%,-0.9%,20.5%,-0.5%,i,?
CN(C)CCCOC(=O)COc1ccc(Br)cc1,-12.5%,14.6,-20.1%,-12.8%,1.2%,/,-0.9%,i,-13.6%
CC(=O)Nc1ccc(/C=N/NC(=O)c2cccs2)cc1,-17.3%,2.4,0.3%,8.0%,-3.6%,18.9%,3.4%,i,?
CCC(=O)Nc1ccc(/C(C)=N\NC(=O)c2ccc(C)s2)cc1,4.9%,-28.5,-12.2%,4.6%,19.2%,3.7%,0.2%,i,10.1%
O=C(Nc1ccc(F)c(Cl)c1)C1CCN(S(=O)(=O)c2ccc3c(c2)CCCN3C(=O)C2CCC2)CC1,-19.0%,/,0.0%,-5.0%,/,-29.5%,0.5%,i,/
O=C(CCS(=O)(=O)c1ccc(F)cc1)Nc1ccc(N2CCN(Cc3ccccc3)CC2)cc1,-1.2%,14.9,-1.8%,10.6%,8.3%,11.8%,-0.4%,?,21.6%
C=CCn1c(SCc2ccccc2)nc(O)cc1=O,0.9%,20.3,?,-1.3%,5.0%,3.0%,-0.1%,i,14.7%
O=C1CC(C(=O)O)S/C(=N\NC(=O)c2ccccc2)N1 (stereo not given),-1.7%,9.6,-15.0%,1.5%,-1.0%,10.5%,0.3%,i,/
COc1cccc(NC(=O)c2ccc(-c3ccccc3[N+](=O)[O-])o2)c1,0.0%,-25.5,18.0%,?,/,-0.2%,4.2%,i,?
CCOc1ccc(Cl)cc1-c1cc(C(=O)NCc2ccccc2OC)[nH]n1,-14.3%,0.0,17.2%,/,/,-22.0%,0.7%,i,/
COc1ccc(C(NC=O)c2cc(OC)c(OC)cc2Br)cc1OC (stereo not given),3.3%,13.6,-5.7%,-4.1%,-1.6%,14.2%,-0.2%,i,-22.8%
Cc1ccccc1C(=O)N1CCC(C(=O)NC(C)c2ccc(-n3ccnc3)cc2)CC1 (stereo not given),-1.8%,3.3,5.8%,-3.1%,-5.2%,4.2%,0.1%,i,-4.1%
FC(F)(F)c1cc(-c2ccccc2)nc2nc(N3CCOCC3)sc12,2.2%,-6.4,5.2%,2.2%,?,/,0.2%,i,3.4%
COc1cc(C(=O)OCC(=O)Nc2ccc(S(=O)(=O)NC3=NCCCCC3)cc2)cc(OC)c1OC,-9.5%,3.4,-1.4%,1.6%,-1.5%,/,3.6%,/,?
CCN1CCN(C(=O)c2ccc3c(c2)N(Cc2cc(C)ccc2C)C(=O)c2ccccc2S3(=O)=O)CC1,-32.9%,/,/,1.3%,/,/,6.2%,/,3.9%
COc1ccc(/C=N/NC(=O)Cn2cnc3ccccc3c2=O)cc1OC,-0.1%,9.6,0.0%,0.7%,0.7%,-8.5%,0.5%,i,3.4%
CCN(CC)S(=O)(=O)c1ccc(N2CCOCC2)c(NC(=O)c2cccc3c(=O)c(C)c(-c4ccccc4)oc23)c1,1.6%,-24.8,-10.1%,-15.4%,3.66µM*,/,1.7%,i,?
CCCCOc1cc(NCc2ccccc2)c2ncn(C(C)C)c2c1,-54.2%,27.0,17.8µM*,?,?,-38.7%,-1.3%,?,?
CC(C)c1ccc2oc(-c3cccc(NC(=O)c4ccc5c(c4)OCCO5)c3)nc2c1,-4.1%,/,-6.7%,-1.3%,/,-19.1%,25.9%,i,13.9%
O=S(=O)(c1cccc2ccccc12)N1CCSC1,8.2%,24.4,16.1%,7.2%,0.8%,-1.4%,-0.6%,i,-8.2%
COc1cccc(CC(=O)Nc2ccc3nc(Nc4cccc(C(F)(F)F)c4)cc(C)c3c2)c1,-40.3%,/,?,-27.7%,/,?,-1.0%,i,?
Cc1ccc(NC(=O)C2=CC(c3ccc(C)cc3)=NS(=O)(=O)N2C)cc1,-26.4%,19.1,-14.0%,-11.3%,7.4%,-32.8%,4.7%,i,?
NNC(=O)c1nc[nH]c1C(=O)Nc1ccccn1,-39.6%,0.9,-4.6%,2.2%,-2.3%,/,2.2%,i,15.8%
CCc1cccc(OCCCCNCCOC)c1,2.4%,-7.0,2.4%,0.9%,-3.9%,-2.8%,0.5%,i,7.5%
COC(=O)Oc1nsnc1N1CCOCC1,1.8%,?,-6.8%,1.3%,-1.5%,-5.0%,-0.9%,i,9.5%
S=c1[nH]nc(-c2cc(-c3ccccc3)n[nH]2)n1/N=C/c1c2ccccc2cc2ccccc12,-16.3%,-20.1,?,-16.4%,?,26.0%,13.3%,i,9.8%
Cn1c(=O)c2c(ncn2CC(=O)Nc2nc3ccc(F)cc3s2)n(C)c1=O,-20.8%,49.1,-7.3%,3.7%,3.8%,14.6%,4.4%,i,12.1%
COc1cccc(CNC(=O)c2ccc3c(c2)nc2n3CCOC2)c1OC,-2.0%,/,-0.7%,-9.4%,/,/,0.9%,/,/
COc1ccc(C(=O)NC2CCCc3c2cnn3-c2ccc(C)c(C)c2)c(OC)c1OC (stereo not given),-22.2%,42.7,-15.0%,-10.5%,?,?,0.2%,i,13µM*
COc1ccc(CCNS(=O)(=O)c2cccc(F)c2)cc1OC,-13.3%,-11.2,18.3%,-3.4%,18.0%,9.0%,-0.2%,i,/
Cn1c(=O)c(-c2cc(=O)[nH][nH]2)c(O)c2ccccc21,-6.0%,15.9,-22.9%,-3.5%,1.5%,-5.3%[11.3 µM],0.6%,i,?
CSc1nc(NCCN(C)C)c2sc3nc(-c4ccco4)c4c(c3c2n1)CCC4,-101.7%,-101.1*,?,4.9%,?,-27.1%,?,i,13.4%
CC(=O)c1cccc(S(=O)(=O)Nc2cccc(S(=O)(=O)NC3=NCCC3)c2)c1,-2.7%,-7.1,1.7%,-11.7%,6.5%,-3.5%,0.0%,i,-18.9%
O=C(CN1C(=O)COc2ccccc21)N(Cc1ccc2c(c1)OCO2)CC1CCCO1 (stereo not given),-7.9%,-16.3,-19.4%,-6.7%,?,-0.9%,0.1%,i,/
CC1(C)Cc2nc3sc4c(SCC(=O)NC(c5ccccc5)c5ccccc5)ncnc4c3cc2CO1,1.0%,-6.4,-3.2%,-9.6%,?,13.6%,0.1%,i,1.0%
Cc1ccc(C2c3c(oc4ccccc4c3=O)C(=O)N2c2ccc(C)cn2)cc1 (stereo not given),3.0%,/,0.9%,0.0%,/,/,1.2%,/,8.6%
COc1ccc(-c2nn(C)c3sc(C(=O)N4CCN(c5cccc(C)c5C)CC4)cc23)cc1OC,0.9%,/,37.1%[activator],0.5%,/,2.5%,-0.3%,i,3.4%
Cc1ccc(C)c(NC(=O)CSc2nnc([C@@H](N)Cc3ccccc3)o2)c1,-1.8%,3.8,26.1%,-5.2%,3.9%,-2.4%,0.0%,i,-12.3%
